Assay outcomes from PubChem.
LMP1 NFkB inh: Epstein-Barr LMP1 NF-kappaB reporter inhibition. AID 504558. actives 0.69% (n = 350,000). LMP1-induced NF-kappaB luciferase reporter cells, luminescence. inhibition, % at 12.5 µM; in the data active = inhibition above about 41%; inconclusive = no clear call, values can overlap the other calls;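 note: 0% = neutral control wells and 100% = reference inhibitor control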
TRAIL sens C8: caspase-8 TRAIL sensitization | NB7+C8 cells + TRAIL, ATPlite viability luminescence | inhibition (viability loss, TRAIL sensitization), % at 10 µM | actives 1% (n = 360,000) | AID 624354;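 active = compounds causing at least 50% loss of cell viability in the single-dose screen, relative to plate controls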
NCOA1 inh: inhibits human SRC1 coactivator. HEK293 GAL4-SRC1 luciferase reporter, luminescence. inhibition, % at 3.6 µM. actives 0.12% (n = 360,000);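 active = inhibition above the campaign mean plus 3 SD, with each screening campaign given its own cutoff, cut at about 60% in these data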;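 note: 0% = DMSO treated cells and 100% = gossypol at 36 µM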
TLR9-MyD88 block: inhibitors of human TLR9-MyD88 binding; CHO BLA complementation TLR9-MyD88, CCF4 FRET ratio; inhibition, % at 4.98 µM; actives 0.21% (n = 340,000); AID 504734;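 active = inhibition above the mean over all tested compounds plus 3 SD, cut at about 21% in these data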;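 note: 0% = DMSO only wells and 100% = clavulanate BLA inhibitor control wells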
Vif inh: HIV Vif inhibition | HEK293T cells, Vif self-association by quenched fluorescence, imaging, 24 h | inhibition, % at 7.49 µM | actives 0.35% (n = 340,000) | AID 602346; in the data active = inhibition above about 50%, passing the limit was not always enough; inconclusive = no clear call, values can overlap the other calls; inactive = below about 31%; note: some results filed as inactive read as strong as hits
NR2F2 inh: inhibitors of human COUP-TFII (NR2F2); P24468; HEK293T NGFI-A luciferase reporter, luminescence; inhibition, % at 8.6 µM; actives 0.7% (n = 370,000); AID 686940;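 active = inhibition above a per-plate cutoff, mean inhibition of test wells between control levels plus 3 SD, cut at about 38% in these data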;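 note: cells cotransfected with COUP-TFII expression vector driving the NGFI-A reporter; 0% = median of COUP-TF2 test wells and 100% = reporter-only cells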
Target sequence (P24468 whole entry, looked up): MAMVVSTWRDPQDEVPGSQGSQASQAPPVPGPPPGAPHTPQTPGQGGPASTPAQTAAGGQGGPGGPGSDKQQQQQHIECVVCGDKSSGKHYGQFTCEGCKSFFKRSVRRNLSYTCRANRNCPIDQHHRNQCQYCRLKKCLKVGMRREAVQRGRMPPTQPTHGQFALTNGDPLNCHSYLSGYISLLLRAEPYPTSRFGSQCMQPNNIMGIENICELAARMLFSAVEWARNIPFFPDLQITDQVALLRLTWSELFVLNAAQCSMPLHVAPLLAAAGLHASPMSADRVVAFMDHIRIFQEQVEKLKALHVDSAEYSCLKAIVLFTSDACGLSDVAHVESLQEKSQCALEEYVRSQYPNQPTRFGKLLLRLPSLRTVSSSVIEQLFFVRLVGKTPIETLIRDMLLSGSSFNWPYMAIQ
NOD2-RIPK2 inh: NOD2-RIPK2 protein interaction inhibition; O43353; inhibition, % at 4.98 µM; CHO BLA complementation NOD2-RIPK2, CCF4 ratio; actives 0.38% (n = 360,000); in the data active = inhibition above about 21%;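 note: 0% = vehicle only and 100% = reference blocker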
Target sequence (O43353 whole entry, looked up): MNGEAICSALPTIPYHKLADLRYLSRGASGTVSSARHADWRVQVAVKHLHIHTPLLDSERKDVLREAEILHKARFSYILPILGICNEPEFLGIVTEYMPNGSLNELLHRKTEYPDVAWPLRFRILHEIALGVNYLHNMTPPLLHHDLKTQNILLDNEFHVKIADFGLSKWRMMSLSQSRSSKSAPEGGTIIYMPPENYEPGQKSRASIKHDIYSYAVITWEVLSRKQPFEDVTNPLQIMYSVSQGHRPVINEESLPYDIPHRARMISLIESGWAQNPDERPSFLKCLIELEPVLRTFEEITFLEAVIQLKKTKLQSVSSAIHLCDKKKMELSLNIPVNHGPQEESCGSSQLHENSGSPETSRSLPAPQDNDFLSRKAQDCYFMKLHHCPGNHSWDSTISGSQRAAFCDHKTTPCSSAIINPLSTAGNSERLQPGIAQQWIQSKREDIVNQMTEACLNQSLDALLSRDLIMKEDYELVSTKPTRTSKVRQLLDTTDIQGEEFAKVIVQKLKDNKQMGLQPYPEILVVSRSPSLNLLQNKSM
SRC2 inh: human SRC2 (NCOA2) inhibition | HEK293 GAL4-SRC2 luciferase reporter, luminescence | inhibition, % at 9 µM | actives 0.17% (n = 370,000) | AID 651957;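 active = inhibition above the mean inhibition of all tested compounds plus 3 SD, set per campaign, cut at about 52% in these data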;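 note: 0% = DMSO treated cells and 100% = cells given Gossypol at 36 µM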
NCOA3 inh: human NCOA3 inhibition; HEK293 GAL4-SRC3 luciferase reporter, luminescence; AID 588352; inhibition, % at 3.6 µM; actives 0.17% (n = 360,000);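 active = inhibition above a per-campaign cutoff, the mean of all compounds plus 3 SD, cut at about 60% in these data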;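 note: 0% = DMSO-treated cells and 100% = gossypol-treated cells at 36 µM; higher means less SRC3-driven luciferase light from the GAL4 reporter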
TROY signal inh: inhibitors of TROY-dependent NF-kB signaling | Q293 LMP1-TROYcd NF-kB luciferase reporter, 4 h | inhibition, % at 10 µM | actives 0.98% (n = 360,000) | AID 1347056;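 active = compounds whose plate-normalised and pattern-corrected inhibition of the luciferase reporter signal at the single screening dose is 50% or more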
LRH-1 inv ag: inverse agonists of human LRH-1 (NR5A2). O00482. HEK293T StAR-luciferase reporter, LRH-1 transfected, 24 h. inhibition, % at 3.6 µM. actives 0.13% (n = 360,000);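 active = inhibition above the mean inhibition of all tested compounds plus 3 SD, cut at about 73% in these data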;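 note: 0% = DMSO wells and 100% = reporter-only cells lacking LRH-1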
Numbers without * were called inactive; u = inconclusive; x = no result given. A portion of the library. The share of hits here may be higher or lower than overall.

Preview, 13 compounds:
SMILES	LMP1 NFkB inh	TRAIL sens C8	NCOA1 inh	TLR9-MyD88 block	Vif inh	NR2F2 inh	NOD2-RIPK2 inh	SRC2 inh	NCOA3 inh	TROY signal inh	LRH-1 inv ag
Clc1ccc(SCCn2cncn2)cc1	8	13	11	-7	1	9	-1	1	-10	11	7
O=c1c(/C=C(\O)c2ccccc2)nc2ccccc2n1-c1ccccc1	-24	9	-9	5	-5	5	-4	17	1	-15	-25
CC1(C(=O)Nc2nc3ccccc3s2)CC1(Br)Br (stereo not drawn)	-10	4	-65	-7	2	-18	-1	-49	-96	-20	-41
Cc1cc(C(=O)N2CCCC(N3CCN(c4cccc(Cl)c4)CC3)C2)no1 (stereo not drawn)	-10	-14	-15	-4	9	-3	-2	0	-5	-7	-12
CC(c1ccon1)N(C)C(=O)c1ccc(OC2CCN(C(=O)C3CC3)CC2)cc1 (stereo not drawn)	-4	-2	22	5	2	9	-6	-9	6	-16	-2
COc1cccc(CN2CCNC(=O)C2CC(=O)NCCN2CCCCC2=O)c1 (stereo not drawn)	2	18	-3	9	11	-13	-7	4	-16	6	13
C#CCn1c(=NC(=O)CN2C(=O)CCC2=O)sc2cccc(C)c21	-7	-11	15	3	20	1	-10	-14	0	-2	5
CN(CC(=O)Nc1ccccc1Cl)C(=O)CCc1nc2ccccc2c(=O)[nH]1	-2	-9	0	-1	17	3	8	1	8	-43	5
Cc1ccc(/S(C)=N/S(=O)(=O)c2ccc(C)cc2)cc1 (stereo not drawn)	8	5	4	-7	-18	-1	-9	-29	4	-7	6
O=C(CSc1nnc(-c2ccc(O)cc2)n1Cc1ccco1)c1cccs1	11	2	-6	-1	-1	7	-2	-6	14	-6	20
COC(=O)/C=C/c1ccc(-n2ccnc2)cc1	-5	3	-10	5	-2	-5	10	-9	-5	-23	-11
CC(N)C12CC3CC(CC(O)(C3)C1)C2 (stereo not drawn)	-18	-1	5	1	11	-9	-7	-16	0	11	-6
Cc1ccc2nc(NC(=O)COC(=O)c3ccncc3)sc2c1	-9	-15	-72	6	-3	-30	7	-44	-51	-30	-69

The list itself (from the top)
SMILES	LMP1 NFkB inh	TRAIL sens C8	NCOA1 inh	TLR9-MyD88 block	Vif inh	NR2F2 inh	NOD2-RIPK2 inh	SRC2 inh	NCOA3 inh	TROY signal inh	LRH-1 inv ag
Clc1ccc(SCCn2cncn2)cc1	8	13	11	-7	1	9	-1	1	-10	11	7
O=c1c(/C=C(\O)c2ccccc2)nc2ccccc2n1-c1ccccc1	-24	9	-9	5	-5	5	-4	17	1	-15	-25
CC1(C(=O)Nc2nc3ccccc3s2)CC1(Br)Br (stereo not drawn)	-10	4	-65	-7	2	-18	-1	-49	-96	-20	-41
Cc1cc(C(=O)N2CCCC(N3CCN(c4cccc(Cl)c4)CC3)C2)no1 (stereo not drawn)	-10	-14	-15	-4	9	-3	-2	0	-5	-7	-12
CC(c1ccon1)N(C)C(=O)c1ccc(OC2CCN(C(=O)C3CC3)CC2)cc1 (stereo not drawn)	-4	-2	22	5	2	9	-6	-9	6	-16	-2
COc1cccc(CN2CCNC(=O)C2CC(=O)NCCN2CCCCC2=O)c1 (stereo not drawn)	2	18	-3	9	11	-13	-7	4	-16	6	13
C#CCn1c(=NC(=O)CN2C(=O)CCC2=O)sc2cccc(C)c21	-7	-11	15	3	20	1	-10	-14	0	-2	5
CN(CC(=O)Nc1ccccc1Cl)C(=O)CCc1nc2ccccc2c(=O)[nH]1	-2	-9	0	-1	17	3	8	1	8	-43	5
Cc1ccc(/S(C)=N/S(=O)(=O)c2ccc(C)cc2)cc1 (stereo not drawn)	8	5	4	-7	-18	-1	-9	-29	4	-7	6
O=C(CSc1nnc(-c2ccc(O)cc2)n1Cc1ccco1)c1cccs1	11	2	-6	-1	-1	7	-2	-6	14	-6	20
COC(=O)/C=C/c1ccc(-n2ccnc2)cc1	-5	3	-10	5	-2	-5	10	-9	-5	-23	-11
CC(N)C12CC3CC(CC(O)(C3)C1)C2 (stereo not drawn)	-18	-1	5	1	11	-9	-7	-16	0	11	-6
Cc1ccc2nc(NC(=O)COC(=O)c3ccncc3)sc2c1	-9	-15	-72	6	-3	-30	7	-44	-51	-30	-69
Cc1ccc(NC(=O)C(C)OC(=O)CCN=C2NS(=O)(=O)c3ccccc32)cc1 (stereo not drawn)	11	14	-5	-3	16	10	3	-11	-9	20	1
CC1CCN(CC(=O)Nc2ccc(Cl)cc2[N+](=O)[O-])CC1	0	9	10	-6	-5	11	-3	12	3	-39	-2
CC(=O)N1CCC2(CC1)C(C#N)=C(N)Oc1n[nH]c(CSc3ccc(C)cc3)c12	-23	10	6	0	12	-5	-1	-14	-8	-1	17
C#CCSc1nnc(-c2ccccc2)c(=O)[nH]1	-7	-2	-14	-5	x	1	-3	-37	-4	-4	20
COc1ccc(Cl)cc1NC(=O)CCN1C(=O)C2CC=CCC2C1=O (stereo not drawn)	-5	5	-10	9	x	-22	-14	-11	2	-7	-5
Cc1ccccc1N1CCN(c2ncnc3scc(-c4cccs4)c23)CC1	14	16	14	-4	-11	6	-4	-11	8	37	-3
COc1ccc(-c2ccc3c(N)c(C(=O)c4cccc(OC)c4)sc3n2)cc1	-3	-6	-12	12	x	4	25*	-11	-74	-19	-24
C=CCn1c(CSCc2ccc(C)cc2)nnc1SCC(=O)NCc1ccccc1	-2	-1	-4	-3	-3	-8	-17	7	-39	x	4
COC(=O)c1c(Cl)c2n3ccccc3c(C)c(-c3ccccc3)c-2c1C(=O)OC	12	-5	0	5	-2	-4	-7	-11	24	13	-6
COc1cccc(/C=C/C(=O)OCC(=O)NCCC2=CCCCC2)c1	7	0	-1	-10	3	7	16	-30	9	2	11
CC1CC1C(=O)OCC(=O)NCc1ccccc1 (stereo not drawn)	-12	-3	-7	9	-3	-16	-2	-4	3	-10	-10
O=[N+]([O-])c1ccc(N2CCNCC2)c(S(=O)(=O)N2CCOCC2)c1	-1	6	-3	-1	3	4	-4	-28	8	3	-21
O=C(NCCNC(=O)c1cc(Cl)ccc1Cl)c1ccccn1	9	-11	-2	12	16	1	4	-13	14	-2	-6
CC1=Nn2c(nnc2-c2ccc(F)cc2)SC1	0	-2	3	-3	-12	-5	2	7	13	-11	14
CN1CCN(/N=C/c2ccc(-c3ccc([N+](=O)[O-])cc3Cl)o2)CC1	-3	-1	-28	16	3	-23	11	5	-7	-38	10
O=C(CN(c1cccc([N+](=O)[O-])c1)S(=O)(=O)c1ccccc1)NCc1ccccc1	-3	-4	5	-9	-18	-7	1	14	-2	20	11
C=CCOc1c(Cl)cc(CNCCCN2CCOCC2)cc1OC	-11	-22	-30	-4	-2	0	8	0	5	-4	-3
CN(C)c1cccc(C(=O)Nc2nc3ccccc3[nH]2)c1	44*	83*	-74	-7	-4	-20	-2	1	-94	2	-113
CCc1cccc(CC)c1N1C(=O)CC(Sc2ccccc2N)C1=O (stereo not drawn)	-8	-2	-5	15	-6	-3	-7	-27	7	37	-9
Cc1ccc(C(=O)Oc2coc(CSc3nnc(NC(=O)c4cccs4)s3)cc2=O)cc1C	-7	14	-22	-3	1	-5	-2	4	-1	-9	-15
C[C@@H]1CC2OC(=O)[C@@]3(C)C(=O)CC[C@@](C)(C23)[C@@]1(O)CCc1ccoc1 (stereo partly drawn)	-6	2	13	-3	-8	-5	-10	13	-19	1	10
CC(C)CN1C2CCCC1CC(NC(=O)c1ccc([N+](=O)[O-])cc1)C2 (stereo not drawn)	1	-11	-2	6	-6	-7	-10	0	-25	-4	12
O=C(O)CCC(=O)NCCc1cccc(Cl)c1	-1	2	1	11	10	-3	-9	3	12	10	-20
COc1ccc(-n2cnc3cc(C(=O)NCCN4CCOCC4)ccc32)cc1	-2	1	2	2	3	21	-3	-13	1	5	19
CCS(=O)(=O)c1ccc2oc(SCC(=O)NCCc3ccccc3)nc2c1	-17	0	5	-9	0	-1	0	14	-8	-10	14
c1ccc(CSc2ccc3nnc(-c4cccnc4)n3n2)cc1	-2	-12	1	-3	4	-20	-6	-7	7	4	7
O=C(O)CCSc1nnnn1-c1ccccc1	-1	-8	-3	5	x	3	-12	-17	12	1	-6

Complete entries, looked up by structure. Order of values: LMP1 NFkB inh, TRAIL sens C8, NCOA1 inh, TLR9-MyD88 block, Vif inh, NR2F2 inh, NOD2-RIPK2 inh, SRC2 inh, NCOA3 inh, TROY signal inh, LRH-1 inv ag
Cc1ccc(C(=O)Oc2coc(CSc3nnc(NC(=O)c4cccs4)s3)cc2=O)cc1C is listed as -7, 14, -22, -3, 1, -5, -2, 4, -1, -9, -15
O=C(NCCNC(=O)c1cc(Cl)ccc1Cl)c1ccccn1 is listed as 9, -11, -2, 12, 16, 1, 4, -13, 14, -2, -6

(list continues)
SMILES	LMP1 NFkB inh	TRAIL sens C8	NCOA1 inh	TLR9-MyD88 block	Vif inh	NR2F2 inh	NOD2-RIPK2 inh	SRC2 inh	NCOA3 inh	TROY signal inh	LRH-1 inv ag
CN(c1cccc(NC(=O)Nc2ccc(Cl)cc2)c1)S(C)(=O)=O	-4	27	-70	3	-19	-5	-10	-29	-23	-39	-16
Cn1c(N)c(C(=O)COC(=O)/C=C/c2ccccc2)c(=O)n(C)c1=O	3	-2	9	2	-9	0	-12	-19	-13	-8	29
CC1=C(C(=O)Nc2ccc(C)cc2C)C(c2cccc(Cl)c2)n2nc(C(=O)OC(C)C)nc2N1 (stereo not drawn)	0	-1	-3	-4	11	20	-5	-4	1	7	19
Nc1nonc1-c1noc(-c2ccc(Br)o2)n1	1	1	-27	3	-6	-16	7	-19	-13	-26	-29
O=S(=O)(c1ccc(OCC(O)CN2CCCC2)cc1)N1CCOCC1 (stereo not drawn)	-5	-26	-5	5	-10	-2	0	-1	-13	8	-13
CCOC(=O)C1CC(=NO)c2ccc(OC)c(OC)c2C1 (stereo not drawn)	-6	-6	-10	5	x	-7	-7	-8	6	-1	-1
COc1ccc(OCC(=O)Nc2cccc(NC(=O)COc3ccc(OC)cc3)n2)cc1	-10	-7	-92	6	8	-21	-3	-52	-85	-50	-68
Cc1cc(=O)[nH]c(SCC(=O)c2ccc(C)c(C)c2)n1	0	-7	-4	-7	u	-6	0	-18	-6	-14	-2
O=C(O)c1cccc(-n2nnnc2SCc2ccccn2)c1	-3	11	-20	7	-1	-7	-3	-9	11	9	-26
CCOC(=O)c1ccc2c(c1)nc(SCC(=O)c1ccco1)n2CC	-1	10	-74	-10	-11	-51	-8	-57	-26	-30	-18
O=C(Nc1ccc(C(F)(F)F)cc1)c1ccccc1Br	-20	2	-36	1	-14	-13	11	-80	-14	-46	-50
CC(Sc1nnc(Cc2ccccc2)o1)C(=O)Nc1ccccc1[N+](=O)[O-] (stereo not drawn)	-10	-8	-18	2	-2	8	6	-11	6	5	14
O=C1C2C(C(=O)N1c1nccs1)C1C=CC2C12CC2 (stereo not drawn)	-13	-5	5	4	12	-2	-18	-4	2	19	13
COc1cc(CC(=O)Nc2ccccc2N2CCCCC2)cc(OC)c1OC	4	-7	10	-10	12	5	-2	-21	20	-5	-7
